MEKK3 PB1 HTS = MEKK3-MEK5 PB1 interaction, increase or decrease; Q99759; bead-based flow cytometry, Alexa488-MEK5 binding to MEKK3; actives lie on both sides; 0 = blocked by unlabeled MEK5, 100 = vehicle; binding response (% of control), % at 10 µM; 1.4% of 290,000 active;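 active = binding response more than 3 SD above or below the average of its plate-row segment, actives on both sides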;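 also: Alexa488 bead fluorescence after subtracting the streptavidin-only scavenger bead signal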
GalR3 antagonist = antagonists of human GalR3. O60755. HEK293 GalR3-CNG cAMP membrane potential fluorescence; galR3 body fused to GalR1 C-terminus. inhibition, % at 3 µM. 0.44% of 360,000 active;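 active = inhibition above the screen-wide average plus 3 SD, cut at about 13% in these data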;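 also: forskolin and galanin both at EC90 stimulate the cells; cAMP rise reported by CNG channel membrane potential dye signal; 0% = forskolin plus galanin with DMSO and 100% = forskolin alone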
CHRM4 PAM = positive allosteric modulators of human muscarinic M4 receptor; P08173; CHO-K1 hM4/Gqi5, Fluo-8 calcium fluorescence, ACh EC20; 0% = ACh EC20, 100% = maximal ACh; activation, % at 3 µM; 0.4% of 360,000 active;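 active = activation above its plate's cutoff, the mean activation of sample wells plus 3 SD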; also: some results filed as inactive read as strong as hits
IDE act = IDE (human) activation, cell-based; AID 493087; 0.073% of 340,000 active; P14735; activation, % at 5.96 µM; HEK cells, FAbeta-B cleavage, fluorescence polarization; 0% vehicle, 100% cell-free pure enzyme wells;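 active = activation above the mean of all tested compounds plus 3 SD, set per screening campaign, cut at about 17% in these data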
PHOSPHO1 block = inhibitors of human PHOSPHO1 phosphatase; recombinant PHOSPHO1, absorbance phosphatase assay; inhibition, % at 13.3 µM; Q8TCT1; 1.1% of 290,000 active; in the data active = inhibition above about 60%
pCIP destab = p/CIP protein destabilization; Q05BA5; F442A p/CIP-EGFP cells, EGFP fluorescence, 16 h; decrease of EGFP signal, % at 10 µM; 0.01% of 290,000 active;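 active = EGFP signal decrease of at least 30% at 10 µM or well 3 SD below plate mean, unless failing retest; inactive = the rest, including hits failing retest or dose response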; also: some compounds called inactive have numbers as strong as hits; many of its hits are not listed in these tables
Target sequence (Q05BA5 1-1403): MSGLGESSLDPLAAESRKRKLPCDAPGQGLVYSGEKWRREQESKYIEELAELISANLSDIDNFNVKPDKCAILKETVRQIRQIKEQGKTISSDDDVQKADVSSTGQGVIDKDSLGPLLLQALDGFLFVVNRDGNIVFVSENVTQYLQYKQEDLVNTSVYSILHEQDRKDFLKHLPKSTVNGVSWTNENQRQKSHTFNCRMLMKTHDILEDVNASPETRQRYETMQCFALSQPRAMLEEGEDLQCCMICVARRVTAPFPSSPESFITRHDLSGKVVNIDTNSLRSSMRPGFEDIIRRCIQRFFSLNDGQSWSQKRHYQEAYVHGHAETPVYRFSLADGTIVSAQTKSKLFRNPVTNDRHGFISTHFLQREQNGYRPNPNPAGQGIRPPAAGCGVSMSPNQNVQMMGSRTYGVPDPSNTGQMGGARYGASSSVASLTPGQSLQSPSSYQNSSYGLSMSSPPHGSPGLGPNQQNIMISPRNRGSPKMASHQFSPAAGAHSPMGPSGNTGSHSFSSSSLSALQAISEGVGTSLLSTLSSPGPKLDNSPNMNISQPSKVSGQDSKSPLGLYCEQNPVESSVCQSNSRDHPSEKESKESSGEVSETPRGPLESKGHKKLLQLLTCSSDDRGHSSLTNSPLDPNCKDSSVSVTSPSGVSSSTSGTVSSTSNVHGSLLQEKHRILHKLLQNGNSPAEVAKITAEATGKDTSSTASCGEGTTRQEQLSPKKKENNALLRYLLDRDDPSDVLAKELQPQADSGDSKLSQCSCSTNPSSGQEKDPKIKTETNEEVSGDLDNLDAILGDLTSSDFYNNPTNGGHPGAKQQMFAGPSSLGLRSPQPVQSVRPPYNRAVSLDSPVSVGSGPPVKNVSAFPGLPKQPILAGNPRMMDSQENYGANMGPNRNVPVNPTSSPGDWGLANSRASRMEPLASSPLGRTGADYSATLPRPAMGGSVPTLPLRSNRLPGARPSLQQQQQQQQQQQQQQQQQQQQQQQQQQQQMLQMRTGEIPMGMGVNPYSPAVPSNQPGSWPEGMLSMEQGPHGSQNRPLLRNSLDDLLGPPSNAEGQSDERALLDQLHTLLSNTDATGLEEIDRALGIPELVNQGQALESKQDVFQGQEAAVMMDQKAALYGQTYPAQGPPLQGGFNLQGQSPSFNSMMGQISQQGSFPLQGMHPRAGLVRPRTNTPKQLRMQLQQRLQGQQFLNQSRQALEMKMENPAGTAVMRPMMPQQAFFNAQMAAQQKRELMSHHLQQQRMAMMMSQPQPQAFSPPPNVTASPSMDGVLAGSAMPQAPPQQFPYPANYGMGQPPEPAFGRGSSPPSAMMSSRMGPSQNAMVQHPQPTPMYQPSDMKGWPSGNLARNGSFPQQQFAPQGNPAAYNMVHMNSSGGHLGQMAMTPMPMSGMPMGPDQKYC
IDE inh = cellular human IDE inhibition; inhibition, % at 5.59 µM; P14735; HEK cells, FAbetaB cleavage, fluorescence polarization; 0.41% of 320,000 active;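 active = percent inhibition above the average of all tested compounds plus 3 SD, set per screening campaign, cut at about 16% in these data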;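 also: IDE supplied by intact live HEK cells; FP after avidin binding of uncleaved biotin substrate so inhibition keeps polarization high; 0% = DMSO wells and 100% = 60 µM reference IDE inhibitor Ii1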
CRFR2-BP antag = blocks CRF-induced signaling of the CRF-BP/CRF-R2 complex; 0.59% of 350,000 active; inhibition, % at 11.8 µM; HEK293 CRF-R2/CRF-BP, CRF-induced calcium fluorescence;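 active = inhibition of the ligand-induced calcium signal above about 50% at the single tested concentration, limit read from the data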
CRFR2-BP ag = agonists of human CRF-binding protein/CRF-R2 receptor complex; HEK293 CRF-R2/CRF-BP, calcium dye fluorescence (FLIPR); percent of saturating CRF peptide response; activation, % at 13.2 µM; 0.46% of 350,000 active;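 active = activation of at least 50%, plus an integration ratio under a set limit after plate pattern correction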;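 also: plate controls were neutral control wells without compound for no effect and CRF at EC100 for full effect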
An asterisk follows results filed as active; . = not tested or not shown.

nr	MEKK3 PB1 HTS	GalR3 antagonist	CHRM4 PAM	IDE act	PHOSPHO1 block	pCIP destab	IDE inh	CRFR2-BP antag	CRFR2-BP ag	SMILES
1	112	3	-1	-1	-1	-17	-1	-2	0.2	CCOc1ccc(CCNC(=O)CSc2cc(=O)n(C)c3ccccc23)cc1OCC
2	86	-5	15	2	17	14	1	-7	1.4	Cc1ccc(C)n1-n1c(C)nc2scc(-c3cccs3)c2c1=O
3	101	-6	6	1	15	-4	11	-34	2.5	Cc1ccc(C(=O)NNC(=O)Cc2ccccc2)cc1
4	101	.	0	-2	28	-16	1	39	0.4	Cc1cc(=O)n2nc(N3CCCC(C(=O)NCc4ccccc4C)C3)sc2n1 (stereo unspecified)
5	99	-5	7	3	5	-1	4	5	0.7	Cc1ccc(CN2CCN(C3CCC3)CC2CCO)cc1 (stereo unspecified)
6	105	-1	4	-6	45	-10	-2	1	-0.7	COc1ccc(CNC(=O)C(=O)NCc2ccncc2)cc1
7	92	1	16	1	30	-13	5	9	0.7	O=C(c1c[nH]c(=O)n(-c2ccccc2)c1=O)N1CCc2ccccc21
8	98	-10	-1	0	32	-22	1	-4	-1.0	O=C(CCn1nnc2ccccc21)OCC(=O)c1ccc([N+](=O)[O-])cc1

(next part)
nr	MEKK3 PB1 HTS	GalR3 antagonist	CHRM4 PAM	IDE act	PHOSPHO1 block	pCIP destab	IDE inh	CRFR2-BP antag	CRFR2-BP ag	SMILES
9	.	-3	0	5	.	.	0	6	-0.1	CN(C)c1cc[n+](CC[n+]2ccc(N(C)C)cc2)cc1
10	95	-7	7	4	17	-21	1	1	-0.6	O=C(NC1CCCCC1)c1ccc(CS(=O)(=O)c2ccc(Cl)cc2)o1
11	102	4	-1	4	20	14	6	15	-5.8	CN(C)c1ccc(C(=O)OCC(=O)NCCC2=CCCCC2)cc1
12	100	-1	-6	1	3	5	5	0	-0.2	CC(=O)NC12CC3CC(C1)CC(C(=O)Nc1nc4ccc(S(C)(=O)=O)cc4s1)(C3)C2
13	104	-9	-9	2	42	-1	2	-6	0.0	COc1ccc(CC(=O)NCC(=O)NC(Cc2ccccc2)C(=O)O)cc1 (stereo unspecified)
14	.	-6	-3	1	.	.	.	-19	0.2	C=CCN1c2ccccc2C(=O)C(C)S1(=O)=O (stereo unspecified)
15	76	-10	1	-10	-38	8	9	-8	6.8	Oc1c(Cl)cc(Cl)cc1C=Nc1cc(C(F)(F)F)ccc1N1CCc2ccccc2C1
16	105	-9	2	-5	-11	-10	3	11	6.6	COc1cc(/C=N/OCC(=O)NC2CCCCC2C)ccc1OCc1ccc(Cl)cc1 (stereo unspecified)

Going on with the list.
nr	MEKK3 PB1 HTS	GalR3 antagonist	CHRM4 PAM	IDE act	PHOSPHO1 block	pCIP destab	IDE inh	CRFR2-BP antag	CRFR2-BP ag	SMILES
17	98	-1	5	-3	8	1	2	-58	-2.0	Nc1nonc1-n1nncc1-c1ccccc1
18	112	-7	-2	5	-16	0	3	-15	-1.3	O=C(CSc1nc(-c2cccs2)cc(C(F)(F)F)n1)Nc1cc(OCC(F)(F)F)cc([N+](=O)[O-])c1
19	99	0	9	3	62*	17	3	-11	1.0	COc1ccc(S(=O)(=O)N2CCN(CC(=O)NC3CC3)CC2)cc1
20	104	-8	-4	0	44	-5	.	3	-1.1	CC(C)(C)C1CCCCC1NC(=O)c1ccncc1 (stereo unspecified)
21	120	-3	-7	0	41	10	-2	10	-0.2	COC(=O)C(/C=N/O)NC(=O)c1ccccc1 (stereo unspecified)
22	102	-12	-8	2	-21	1	-3	4	0.9	CCC1CCCCN1CCCNC(=O)Cn1nc(-c2ccc(C)cc2)ccc1=O (stereo unspecified)
23	104	-5	2	-4	34	-2	3	23	-0.1	O=C(Nc1cccn(Cc2ccccc2)c1=O)NC1CCCCC1
24	.	-7	-7	.	.	.	.	-3	-1.3	CN(C)C(CNC(=O)c1cccc(S(=O)(=O)N2CCc3ccccc3C2)c1)c1ccccc1 (stereo unspecified)

Results in sequence from above:
CHRM4 PAM for nos. 21 to 24, in order: -7, -8, 2, -7

The list goes on:
nr	MEKK3 PB1 HTS	GalR3 antagonist	CHRM4 PAM	IDE act	PHOSPHO1 block	pCIP destab	IDE inh	CRFR2-BP antag	CRFR2-BP ag	SMILES
25	102	0	11	7	-7	13	-5	-26	0.3	O=C(CCN1CCCCCC1)Nc1cccc(F)c1
26	100	-4	6	8	-7	-11	0	-12	0.7	Cc1ccc(CS(=O)(=O)c2ccccc2-c2nnc(-c3ccc(Cl)cc3)o2)cc1
27	.	-4	-8	-5	.	.	.	4	5.1	CCCOc1ccc(C(=O)CCC(=O)OCC(=O)N2CCN(S(=O)(=O)c3ccc(C)cc3C)CC2)cc1
28	118	-4	3	-4	28	1	7	-16	-1.3	CCCOC(=O)Nc1nnc(CCC)s1
29	.	-6	10	2	.	.	11	-15	4.2	O=C1[C@H]2[C@@H](c3ccc(F)cc3)N3C(=O)N(c4cccc(Cl)c4)C(=O)[C@@]3(Cc3ccccc3)[C@H]2C(=O)N1C1CCCCC1
30	101	5	-1	0	38	-10	0	4	-0.7	O=C(O)c1ccc(Cl)c(S(=O)(=O)Nc2ccc3[nH]c(=O)[nH]c3c2)c1
31	103	-8	12	-7	34	-5	3	4	-0.3	COc1ccc(N2CCN(C(=O)c3cccc(NC4=NC5CS(=O)(=O)CC5S4)c3)CC2)cc1 (stereo unspecified)
32	95	0	5	-4	14	4	5	2	-0.1	Cc1ccc(S(=O)(=O)NC(=O)Nn2c(C)nnc2C)cc1

Next part; the last 2 above are carried over.
nr	MEKK3 PB1 HTS	GalR3 antagonist	CHRM4 PAM	IDE act	PHOSPHO1 block	pCIP destab	IDE inh	CRFR2-BP antag	CRFR2-BP ag	SMILES
31	103	-8	12	-7	34	-5	3	4	-0.3	COc1ccc(N2CCN(C(=O)c3cccc(NC4=NC5CS(=O)(=O)CC5S4)c3)CC2)cc1 (stereo unspecified)
32	95	0	5	-4	14	4	5	2	-0.1	Cc1ccc(S(=O)(=O)NC(=O)Nn2c(C)nnc2C)cc1
33	98	-9	-2	0	10	-8	0	-1	-1.2	Cc1cccc(NC(=O)CN2CCCCCC2)c1
34	102	-3	.	.	20	0	.	.	.	O=C(Nc1nc2ccccc2s1)c1ccc2c(c1)S(=O)(=O)c1ccccc1C2=O
35	101	-1	-2	1	-23	2	1	-11	0.4	COc1ccc(C=Nc2cccc3ncccc23)cc1
36	95	-4	17	9	-6	-3	-2	-29	1.1	COc1ccc(C)cc1NC(=O)C(Sc1nnc(Nc2ccccc2F)s1)c1ccccc1 (stereo unspecified)
37	.	-3	-3	.	.	.	-2	4	-2.6	CSc1ccc(/C=C2\NC(=O)NC2=O)cc1
38	98	.	.	.	11	-8	-5	48	0.8	CC(/C=C1\SC(=S)N(CCCC(=O)Nc2ccc(C(=O)O)c(O)c2)C1=O)=C\c1ccccc1
39	.	-4	7	-5	.	.	7	14	-0.1	Cc1csc(=O)n1CCC(=O)OCC(=O)Nc1ccc(S(N)(=O)=O)cc1
40	98	-1	-12	-1	-13	-10	5	26	0.4	Cc1cc(C)cc(NC(=O)Nc2ccc3c(c2)N(C)C(=O)CS3)c1

2 compounds from above, reduced to CHRM4 PAM, MEKK3 PB1 HTS and IDE act:
no.	molecule	CHRM4 PAM	MEKK3 PB1 HTS	IDE act
34	O=C(Nc1nc2ccccc2s1)c1ccc2c(c1)S(=O)(=O)c1ccccc1C2=O	.	102	.
35	COc1ccc(C=Nc2cccc3ncccc23)cc1	-2	101	1

The listing continues:
nr	MEKK3 PB1 HTS	GalR3 antagonist	CHRM4 PAM	IDE act	PHOSPHO1 block	pCIP destab	IDE inh	CRFR2-BP antag	CRFR2-BP ag	SMILES
41	104	3	5	6	10	0	0	-11	-0.2	CCC(Oc1ccccc1)C(=O)Nc1nnc(S(=O)(=O)Nc2ccccc2)s1 (stereo unspecified)
42	110	-2	-5	3	25	-1	1	17	2.1	Cc1ccc(OCc2cc(C(=O)N(C)CCn3ccnc3C)no2)cc1C
43	92	45*	-13	-12	29	-6	6	15	-0.9	O=C(CSC1=NCCS1)N1CCN(c2ccc(Cl)cc2)CC1
44	103	-4	-4	4	9	3	2	-2	-0.4	CN(C)Cc1nc2ccccc2c(=O)n1CC#N
45	103	-9	-3	-5	27	-3	-8	0	-1.3	COC(=O)c1ccc(CN2C(=O)NC(c3ccccc3)(c3ccccc3)C2=O)o1
46	102	2	0	-2	23	-12	0	-11	1.9	O=C(c1cc(F)ccc1F)N1CCC(N2CCC(C(=O)N3CCCC3)CC2)CC1
47	102	-9	1	6	36	-3	-6	6	-2.3	O=C(NC1CCCCC1)c1cc(S(=O)(=O)N2CCOCC2)c(Cl)cc1Cl
48	100	3	0	1	24	-8	4	-5	-0.9	Cn1cnc(S(=O)(=O)NC2CCN(Cc3ccccc3)CC2)c1

More records:
nr	MEKK3 PB1 HTS	GalR3 antagonist	CHRM4 PAM	IDE act	PHOSPHO1 block	pCIP destab	IDE inh	CRFR2-BP antag	CRFR2-BP ag	SMILES
49	108	-2	1	1	-3	1	0	26	1.8	CC(=O)c1sc(NC(=O)C(C)(C)C)nc1C
50	105	-3	-1	4	37	-13	2	20	-3.4	C=CCN1C(=O)CN=C1Nc1cc(C)cc(C)c1
51	98	5	1	-4	-13	-3	0	2	0.6	COc1cccc(-c2nc(C(N)=O)c3[nH]c(=O)n(-c4ccccc4)c3n2)c1OC
52	97	-5	4	5	33	-6	-10	4	-0.5	O=C(NCc1ccccc1)c1ccccc1Br
53	.	-5	-3	1	.	.	.	2	0.8	Cc1ccc(NC2C(=O)NC(=O)NC2=O)cc1
54	.	-8	-1	.	.	.	.	11	-1.6	C[C@@H]1CN([C@@H](C)CO)C(=O)CCCn2nncc2CO[C@@H]1CN(C)S(=O)(=O)c1cccc(F)c1
55	98	-3	1	-2	44	-7	0	-6	-0.5	Cc1ccc(Cl)cc1-n1c(SCC(=O)NCCC2=CCCCC2)nc2n[nH]c(C)c2c1=N
56	101	-5	6	5	17	-9	6	6	0.3	CCCCCCCCC(=O)Nc1cc(C)ccc1OC

(further entries)
nr	MEKK3 PB1 HTS	GalR3 antagonist	CHRM4 PAM	IDE act	PHOSPHO1 block	pCIP destab	IDE inh	CRFR2-BP antag	CRFR2-BP ag	SMILES
57	.	-6	-7	1	.	.	-1	9	1.2	COc1ccc(NC(=O)c2c(C)noc2C(C)C)cc1S(=O)(=O)N1CCCCC1
58	.	-4	-2	-4	.	.	.	-37	99*	CCOc1ccc(NC(=O)/C(C#N)=C\c2ccc(N3CCCC3)c(C)c2)cc1
59	92	-9	2	-2	-15	-14	-2	13	-0.3	O=C(C1CCN(CC2CC=CCC2)CC1)N(CCc1ccccc1)Cc1ccccc1 (stereo unspecified)
60	95	-6	3	-1	3	-4	-3	-21	0.0	COC(=O)[C@H](CCSC)NC(=O)Nc1ccc(C(C)C)cc1
61	106	-4	-9	-1	1	1	-5	7	-0.1	CCOc1ccc(C2C(C#N)=C(N)Oc3cc(C)oc(=O)c32)cc1 (stereo unspecified)
62	.	-4	2	1	.	.	.	-3	0.7	COc1ccc(S(=O)(=O)N2CCOCC2)cc1NC(=O)/C=C/c1ccc(F)cc1
63	.	-6	6	-1	.	.	-5	10	-4.0	Cc1c(C(=O)NC2CC2)oc2ccccc12
64	98	-10	4	-5	-9	-19	6	-3	-1.0	Cc1ccc2nc(Nc3nc(CSc4nc5ccccc5s4)cc(=O)[nH]3)nc(C)c2c1
65	.	0	7	0	.	.	2	-16	4.5	COc1ccc([C@H]2CC(=O)C=C(c3ccc(Cl)c(C(F)(F)F)c3)C2)cc1
